# KOR beta-arrestin-1 – KOR agonists, beta-arrestin recruitment, primary screen, cell-based, luminescence, uHTS (AID 1777). KOR beta-arrestin recruitment, luminescence; higher % means a stronger effect. 280,000 compounds, 0.02% hits. activation, % at 10 µM; hits with a dose series show EC50 in µM; in the data active means activation above about 50%, passing the limit was not always enough; further: a part of the inactive calls stands beside numbers as strong as those of hits
# GPR55 beta-arrestin – GPR55 agonists via beta-arrestin recruitment, primary screen, imaging, U2OS cells, beta-arrestin-GFP redistribution (AID 1961); U2OS GPR55 beta-arrestin-GFP redistribution imaging; higher % means a stronger effect; activation, % at 10 µM, or EC50 in µM where a hit was titrated; 290,000 compounds, 0.048% hits;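 active means activation above 40% with more than 50 cells counted in the well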;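 further: U2OS osteosarcoma cells stably expressing GPR55 and beta-arrestin-GFP; plate controls were DMSO negative control for no effect and LPI positive control for full effect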
# KOR beta-arrestin-2 – KOR antagonists, beta-arrestin recruitment, cell-based, luminescence, uHTS (AID 1778). inhibition, % at 10 µM; hits with a dose series show IC50 in µM. KOR beta-arrestin recruitment, luminescence, antagonist mode; higher % means a stronger effect. 290,000 compounds, 0.091% hits; further: strong numbers were not always called active
# GPR35 arrestin U2OS – inhibition of zaprinast-stimulated GPR35 beta-arrestin translocation – imaging, U2OS, beta-arrestin-GFP, zaprinast agonist, primary screen (AID 2058); U2OS GPR35 beta-arrestin-GFP translocation imaging, zaprinast antagonism; higher % means a stronger effect; inhibition, % at 10 µM, or IC50 in µM where a hit was titrated; 290,000 compounds, 0.052% hits;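 active means inhibition of at least 50% with at least 30 cells and total cytoplasm GFP at most 10,000,000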
# Myeloid diff MLP – compounds promoting myeloid differentiation; ER-HoxA9 myeloid progenitors, lysozyme-GFP differentiation, flow cytometry; 360,000 compounds, 1% hits; calls only at 10 µM;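 active means normalized GFP-positive differentiation at or above the plate's own cutoff, the solvent-only control mean plus 3 SD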;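 further: cells exposed to compound for four days before flow analysis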
# GPR55 antagonists – inhibition of LPI-stimulated GPR55 beta-arrestin translocation – imaging, U2OS, beta-arrestin-GFP, LPI agonist, primary screen (AID 2013) | U2OS GPR55 beta-arrestin-GFP translocation imaging, LPI antagonism; higher % means a stronger effect | one-dose inhibition, % at 10 µM; IC50 in µM for titrated hits | 290,000 compounds, 0.13% hits;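 active means spots per cell inhibited over 60%, with over 100 cells counted and total cytoplasm intensity under 500,000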;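 further: U2OS cells stably carrying GPR55 and arrestin-GFP stimulated by 5 µM LPI near EC80; imaged beta-arrestin-GFP aggregate spots per cell after agonist stimulation; plate controls were LPI-stimulated DMSO wells for no effect and DMSO wells without LPI for full effect; some results filed as inactive read as strong as hits; confirmed hits need IC50 under 10 µM and bright autofluorescent wells are also inconclusive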
# NOD1 inhibition – inhibition of NOD1-driven NF-kB reporter – cell-based, luminescence, uHTS, primary screen (AID 1578) | 290,000 compounds, 1% hits | NOD1-driven NF-kB luciferase reporter cells, luminescence; higher % means a stronger effect | inhibition, % at 4 µM, or EC50 in µM where a hit was titrated; in the data active means inhibition mostly above about 36%, no sharp cut-off; inactive means mostly below about 34%;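 further: HEK-293T reporter cells stimulated with the NOD1 agonist gamma-tri-DAP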
# NOD2 inhibition – NOD2 signaling inhibitors, cell-based, luminescence, uHTS, HEK293 (AID 1566). 290,000 compounds, 0.63% hits. inhibition, % at 4 µM; hits with a dose series show EC50 in µM. HEK293 NOD2/NF-kB luciferase reporter, luminescence; higher % means a stronger effect; further: many of its hits are not listed in these tables
# HIV fusion peptide – inhibitors of HIV fusion peptide binding, primary screen, biochemical, uHTS, fluorescence dequenching (AID 1986); cell-free peptide binding, fluorescence dequenching, 30 min; higher % means a stronger effect; inhibition, % at 20 µM; hits with a dose series show IC50 in µM; 290,000 compounds, 0.3% hits; in the data active means inhibition mostly above about 52%, no sharp cut-off; inactive means mostly below about 76%; further: some results filed as inactive read as strong as hits
# Myeloid diff MLP GFP+ MAC1+ % – also measured in Myeloid diff MLP; calls as there; GFP+ MAC1+ double positive, %; measured here: differentiation confirmed by MAC1 staining
# Numbers without * were called inactive; i = inactive; nt = not tested or not shown; + = active, no number; [ ] = remark or other dose. Unless noted, no stated cut-off is given here; in the data, active means inhibition above about 50%; inactive means the rest. These rows are one share of the data; rates above refer to the full screens.
compound,KOR beta-arrestin-1,GPR55 beta-arrestin,KOR beta-arrestin-2,GPR35 arrestin U2OS,Myeloid diff MLP,Myeloid diff MLP GFP+ MAC1+ %,GPR55 antagonists,NOD1 inhibition,NOD2 inhibition,HIV fusion peptide
CCN(CC)c1ccc(/C=C(/C#N)C(=O)NC(C)C)o1,-9.3%,-0.1%,-17%[20 µM],14%,i,0.4,16%,-48%,-8%,113%*
Cc1cc(NS(=O)(=O)c2ccccc2)cc(Cl)c1O,25%,-0.1%,-4%,-6%,i,1.3,2%,-8%,-15%,-1.4%
Cc1c(CC(=O)NCC(=O)NCC(=O)O)c(=O)oc2cc3oc4c(c3cc12)CCCC4,2.0%,-0.1%,-36%,-9%,i,0.5,-11%,-6%,-34%,1.7%
O=S(=O)(Nc1nc2ccccc2s1)c1cc(F)ccc1F,-1.1%,0.0%,21%,-10%,i,0.7,18%,8%,21%,8.1%
N/C(Cc1ccc(Cl)cc1)=N\OC(=O)c1ccccc1,1.7%,0.2%,1%,0%,i,0.5,7%,-15%,-19%,4.8%
CC(C(Sc1ccccc1N)c1ccccc1)[N+](=O)[O-] (stereo unspecified),-3.9%,-0.2%,4%,3%,i,0.0,-6%,6%,-36%,-0.3%
O=C(CSc1cccc[n+]1[O-])c1ccc(Cl)s1,-5.3%,-0.4%,-24%,1%,nt,nt,5%,-30%,-10%,1.1%
COc1cc(C2/C(=C(\O)c3ccc4c(c3)CC(C)O4)C(=O)C(=O)N2c2nnc(C)s2)cc(OC)c1OC (stereo unspecified),-3.0%,0.2%,-6%,6%,i,1.4,-10%,-16%,14%,9.7%
COc1ccccc1N1CCN(C(=O)Cn2nnc(-c3ccncc3)n2)CC1,0.7%,-0.4%,-11%,16%,i,0.5,-5%,4%,-10%,-1.8%
Cc1ccc(NC(=S)NC(NC(=O)c2ccccc2)C(Cl)(Cl)Cl)c(C)c1 (stereo unspecified),8.8%,-0.2%,39%,-19%,i,1.4,7%,9%,-32%,2.3%
C=CCO/N=C(/C)c1c(O)c(CC)c(-c2ccccc2)n(-c2ccccc2)c1=O,-3.8%,0.2%,-27%,-6%,i,1.4,4%,-22%,21%,-3.7%
COC(=O)CN1C(=O)[C@H]2[C@@H](C3CC3)N3C(=O)CN(Cc4ccccn4)C(=O)[C@@]3(Cc3ccccc3)[C@H]2C1=O,-4.3%,1.0%,-17%[20 µM],10%,i,0.6,4%,0%,15%,-0.9%
COc1ccccc1-c1cc(C(=O)N/N=C/c2ccc(C)s2)c2ccccc2n1,2.4%,0.5%,6%,2%,i,0.7,7%,-14%,-30%,-0.4%
CCOc1ccc(NC(=O)C(=O)NCCCn2ccnc2)cc1,-2.5%,-0.3%,0%,26%,i,2.0,-6%,-7%,6%,-2.7%
CCOc1ccccc1-n1c(SCC(=O)NCc2ccco2)nnc1-c1ccncc1,-2.2%,0.4%,6%,-5%,i,4.0,8%,-13%,4%,0.9%
O=C(N/N=C/c1cccc([N+](=O)[O-])c1)c1ccccc1-n1cccc1,-2.9%,0.1%,16%,13%,i,0.0,3%,-12%,5%,-0.8%
COC(=O)c1ccccc1NC(=O)C1(S(=O)(=O)c2ccc(Cl)cc2)CC1,-3.3%,nt,0%,-7%,i,1.3,6%,-8%,-2%,-0.8%
O=C(CCC(=O)N1CCCC1)Nc1nnc(C(F)(F)F)s1,1.4%,0.3%,-6%,21%,i,14,3%,-9%,-4%,-4.1%
Cc1cccc(Nc2nnc(SCc3cn4ccsc4n3)s2)c1,8.6%,-0.2%,16%,16%,i,1.9,8%,11%,-2%,59%
CSC1=NC(C)(C)C=C(/C=C/c2ccc(Cl)cc2Cl)N1,0.5%,1.5%,10%,3%,+,0.4*,19%,18%,-5%,4.8%

# (further entries)
compound,KOR beta-arrestin-1,GPR55 beta-arrestin,KOR beta-arrestin-2,GPR35 arrestin U2OS,Myeloid diff MLP,Myeloid diff MLP GFP+ MAC1+ %,GPR55 antagonists,NOD1 inhibition,NOD2 inhibition,HIV fusion peptide
CC(C)C(=O)NNC(=O)c1csc(CS(=O)(=O)c2ccc(Cl)cc2)n1,1.8%,0.5%,14%,-4%,i,1.0,14%,-2%,3%,0.6%
Cc1ccc(NC2=NCCCCC2)cc1C,2.3%,-0.4%,-3%,12%,+,2.8*,12%,-12%,10%,0.5%
Cc1ccccc1C(=O)c1c[nH]c(C(=O)NCC2CCCO2)c1 (stereo unspecified),-2.0%,1.0%,22%,-7%,i,0.8,12%,29%,4%,0.5%
O=C(c1cc2ccccc2oc1=O)N1CCN(c2ccccn2)CC1,-3.1%,-0.2%,11%,0%,i,0.7,7%,1%,12%,2.1%
CC(Oc1ccc(Br)cc1)C(=O)Nc1ccncc1 (stereo unspecified),-2.7%,-0.3%,-9%,6%,i,0.2,3%,-8%,28%,0.9%
CC(C)C(O)(C#CCN1CCCC1)c1ccccc1 (stereo unspecified),3.9%,-0.1%,-9%,6%,i,0.9,6%,4%,8%,0.4%
CCCCNC(=S)NNC(=O)C12CC3CC(CC(C3)C1)C2,-3.0%,-0.1%,42%,-14%,i,1.3,14%,-16%,-14%,-2.8%
Fc1ccc(F)c(NC2=NCCCCC2)c1,9.1%,0.4%,-68%,4%,nt,nt,-3%,-20%,-16%,2.5%
Cc1ccc(C(=O)N2CCOCC2)c(F)c1F,7.6%,0.8%,-21%,-2%,i,0.2,-6%,4%,14%,-1.1%
O=[N+]([O-])c1cccc(-c2nnc(-c3ccc4c(c3)OCO4)o2)c1,16%,-0.4%,6%,-8%,i,0.4,3%,-69%,-116%,-2.9%
COc1cccc(C(=O)COc2cccc(NC(=O)c3cccc([N+](=O)[O-])c3)c2)c1,1.3%,-0.3%,40%,12%,i,1.1,23%,3%,25%,-1.9%
COCCN1C(=O)N(c2cccc(OC)c2)C(=O)C1CC(=O)Nc1cccc(F)c1 (stereo unspecified),-9.1%,-0.1%,-28%[20 µM],0%,i,0.3,8%,-28%,7%,1.0%
O=C(CSc1nc2ccccc2c(=O)n1-c1ccc(F)cc1)NCc1ccco1,-1.8%,-0.2%,17%,-1%,i,8.1,5%,-31%,-16%,3.0%
COc1ccc(N2CCN(c3nc(=S)n(-c4ccccc4)c(C)c3C(C)=O)CC2)cc1,-1.1%,-0.1%,24%,-14%,i,1.3,7%,nt,-10%,19%
CC(=O)n1cc([C@H]2C=C(C(=O)N3CCOCC3)O[C@@H](OCc3ccc(CO)cc3)C2)c2ccccc21,-1.1%,-0.2%,-21%,-4%,i,0.8,-2%,-7%,12%,-0.7%
C/C=C(\C)C(=O)NNC(=O)c1sc(-c2ccccc2)nc1C,-5.1%,-0.2%,19%,16%,i,1.2,6%,-7%,10%,-0.8%
O=C(O)C1(c2ccccc2)CCC(Nc2ccccc2)C1 (stereo unspecified),-7.4%,-0.2%,-10%[20 µM],-7%,i,1.3,-22%,-15%,-2%,3.1%
COc1cc(C2NC(=O)NC(C)=C2C(C)=O)ccc1O (stereo unspecified),2.6%,-0.2%,-19%,9%,i,0.4,-14%,8%,2%,-0.5%
COc1ccc(NS(=O)(=O)c2c(F)cc(F)c(Cl)c2F)cc1S(=O)(=O)N1CCCCC1,-1.9%,-0.2%,10%,-12%,i,0.7,4%,3%,13%,5.2%
COc1ccc(-n2c(NCCN(C)C)nc3sc4c(c3c2=O)CCCCC4)cc1,-1.1%,0.2%,-20%,-7%,i,4.0,7%,-8%,-25%,1.9%

# Copied from the results shown, 4 compounds:
compound,KOR beta-arrestin-1,GPR55 beta-arrestin,KOR beta-arrestin-2,GPR35 arrestin U2OS,Myeloid diff MLP,Myeloid diff MLP GFP+ MAC1+ %,GPR55 antagonists,NOD1 inhibition,NOD2 inhibition,HIV fusion peptide
Fc1ccc(F)c(NC2=NCCCCC2)c1,9.1%,0.4%,-68%,4%,nt,nt,-3%,-20%,-16%,2.5%
Cc1ccc(C(=O)N2CCOCC2)c(F)c1F,7.6%,0.8%,-21%,-2%,i,0.2,-6%,4%,14%,-1.1%
O=[N+]([O-])c1cccc(-c2nnc(-c3ccc4c(c3)OCO4)o2)c1,16%,-0.4%,6%,-8%,i,0.4,3%,-69%,-116%,-2.9%
COc1cccc(C(=O)COc2cccc(NC(=O)c3cccc([N+](=O)[O-])c3)c2)c1,1.3%,-0.3%,40%,12%,i,1.1,23%,3%,25%,-1.9%

# (more compounds)
compound,KOR beta-arrestin-1,GPR55 beta-arrestin,KOR beta-arrestin-2,GPR35 arrestin U2OS,Myeloid diff MLP,Myeloid diff MLP GFP+ MAC1+ %,GPR55 antagonists,NOD1 inhibition,NOD2 inhibition,HIV fusion peptide
O=C(NCc1ccc(F)cc1)c1cc2sccc2n1Cc1ccc(F)cc1,-4.5%,-0.1%,11%,-10%,nt,nt,2%,-24%,13%,1.6%
CC1CC(=O)Nc2ccc([N+](=O)[O-])cc2N1C (stereo unspecified),3.6%,-0.2%,19%,-1%,i,0.8,4%,-33%,9%,-0.2%
CSc1ccc(C2C3(C#N)C(N)=NC4(OCCO4)C23C#N)cc1 (stereo unspecified),0.4%,-0.3%,-1%,-3%,i,0.8,15%,-32%,7%,-1.7%
O=C(NCc1ccco1)C(=O)NCC1OCCCN1S(=O)(=O)c1ccc(F)cc1 (stereo unspecified),-1.0%,-0.4%,0%,-6%,i,0.4,2%,-8%,5%,0.4%
CCOC(=O)Cc1csc(NC(=O)c2ccc(Cl)nc2)n1,-0.5%,-0.2%,24%,8%,i,4.3,6%,21%,11%,9.5%
COC(=O)C1CCN(S(C)(=O)=O)CC1,-0.6%,0.4%,-3%,3%,i,0.0,12%,19%,7%,-2.1%
CCNC(=O)Cn1cc(C#N)c2ccccc21,-4.3%,0.0%,-8%,-8%,i,0.5,4%,-15%,12%,-0.9%
COc1ccc(OC)c2c(C)cc(N3CCCN(C)CC3)nc12,3.4%,-0.2%,5%,11%,i,0.6,6%,-30%,-10%,0.5%
CCOc1ccccc1N1CCN(S(=O)(=O)c2cccs2)CC1,-4.0%,0.1%,-11%,-4%,i,1.6,7%,-18%,1%,-2.1%
Cc1ccc2nsnc2c1NC(=O)COc1ccccc1,2.0%,0.0%,-36%,-9%,i,0.4,2%,-27%,-9%,-1.3%
CC(=O)N(c1ccccc1)C(C)c1nc(C#N)c(C#N)nc1C (stereo unspecified),1.5%,0.3%,-24%,-15%,i,1.8,-1%,-17%,14%,0.3%
O=C(O)/C=C/c1ccc(Oc2ncccn2)cc1,-0.1%,0.0%,-4%,1%,i,0.1,8%,-11%,0%,-0.9%
CCOC(=O)c1ccc2[nH]c3c(c2c1)CCCCC3=O,-0.5%,-0.3%,-12%,5%,i,3.1,6%,-4%,8%,1.1%
NC(=O)c1cc(S(=O)(=O)N2CCN(c3ccc([N+](=O)[O-])cc3)CC2)cs1,-1.4%,0.0%,-15%,7%,i,0.0,9%,-11%,13%,-2.9%
Cc1cccc(N(CC(=O)NCc2ccccc2)C(=O)Cn2nnc(-c3ccc(C)o3)n2)c1,1.4%,-0.2%,-2%,10%,i,0.5,6%,-20%,-3%,1.6%
